Screening results as filed in PubChem.
SMN2 splice up: enhancers of SMN2 splice variant expression; HEK293 SMN2-luciferase splicing reporter, luminescence, 30-36 h; 210,000 tested, 2.8% active; Potency, µM (series often up to 46.1 µM), for inactives: at the top dose activity change, positive = activation, actives largely listed as activators; AID 1458; note: % of control where 0% means no effect; nearly all actives have a fitted effect of over 55% in size
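HEK293 cells carry an SMN2 […]–luciferase reporter in which exon 7 inclusion puts luciferase in frame. Cells were plated 10-12 h before compound addition, then incubated 30-36 h at 37C. ONE-Glo luminescence was read; sodium butyrate at 4.5 mM final served as control.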
Tau fibril ThT: inhibitors of human tau fibril formation, thioflavin T binding. P10636. recombinant tau K18 P301L (four-repeat tau fragment), heparin-induced fibrillization, ThT fluorescence. Potency, µM (doses to about 57.4 µM), for the others: at the top dose activity, negative = inhibition, most hits filed as inhibitors. 270,000 tested, 2.1% active. AID 1460; note: % is set by controls: 0 for no effect and ±100 for the full control effect; nearly all actives have a fitted effect of over 55% in size
Target sequence (P10636 561-689 P618L limits assumed): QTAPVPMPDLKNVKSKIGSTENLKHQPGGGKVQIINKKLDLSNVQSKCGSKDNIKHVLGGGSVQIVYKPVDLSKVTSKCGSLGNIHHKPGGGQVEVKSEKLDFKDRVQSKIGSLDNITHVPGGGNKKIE
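Aggregation was driven by heparin (20 uM final) acting on recombinant tau […] bearing P301L in 100 mM sodium acetate pH 7; fibrils were detected with Thioflavin T.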
ALDH1A1 block: ALDH1A1 (human) enzyme inhibition | P00352 | Purified ALDH1A1, NADH fluorescence, propionaldehyde substrate | Potency, µM (top dose mostly 75.3 µM), for the others: at the highest dose activity, negative = inhibition, usual class: inhibitors | 220,000 tested, 7.3% active | AID 1030; active = well fitted inhibition curve with a large enough effect, not every such curve was filed as active; inconclusive = small, poorly fitted or top-dose-only effect, or another doubt; inactive = no such curve, though single readings can be large or run the other way;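 note: plate controls were no enzyme wells and a reference inhibitor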
KinaseGlo FLuc: counter-screen: inhibitors of Kinase-Glo firefly luciferase; Q27757; Kinase-Glo luciferase, ATP luminescence, 8 min; Potency, µM (highest dose often 38.3 µM), inactives show at the top dose activity change, negative = inhibition, actives largely listed as inhibitors; 200,000 tested, 0.28% active; AID 1379; note: % is set by controls: 0 for no effect and ±100 for the full control effect; nearly all actives have a fitted effect of over 60% in size
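Light output from Kinase-Glo luciferase with luciferin and 10 uM ATP in 50 mM imidazole pH 7.2, KCl, MgCl2, Tween 20, BSA; compound pin-delivered, 8-min ambient incubation, then luminescence read.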
LMNA splice mod: modulators of lamin A splicing | 200,000 tested, 0.01% active | Potency, µM (series often up to 46.1 µM), for the others: at the highest dose ratio change, negative = inhibition, actives largely listed as inhibitors | HeLa LMNA splicing GFP/RFP minigene ratio, 48 h | AID 1487; active = well fitted inhibition curve with a large enough effect in the signal ratio, with a control signal flat, not every such curve was filed as active; inconclusive = small, poorly fitted or top-dose-only effect, or effect the other way, or a change in a side signal; the % refers to the signal ratio; note: % is set by controls: 0 for no effect and ±100 for the full control effect
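S3 HeLa stable clones carrying a lamin A-EGFP splicing minigene plus DsRed2 were seeded at 600 cells/well in Opti-MEM with 2% FBS, pin-dosed and incubated 48 h at 37°C. Acumen cytometry (488 nm) gave the GFP/RFP total-intensity ratio.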
RECQ1 helicase: RECQ1 (human) helicase inhibition; RECQ1 DNA unwinding, red fluorescence kinetic read; Potency, µM (highest dose often 57.3 µM), for the others: at the top dose activity, negative = inhibition, actives largely listed as inhibitors; 240,000 tested, 0.54% active; AID 2549;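 note: plate controls were vehicle for no effect and no enzyme for full effect; nearly all actives have a fitted effect of over 30% in size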
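50 nM RECQ1T1 preincubated 15 min with compound in Tris pH 8.0 buffer with MgCl2, DTT, Tween-20 and 2.5 ug/ml poly(dI-dC); started with 200 nM TAMRA/BHQ-2 forked duplex and 2 mM ATP. Unwinding read as fluorescence (525/598 nm), two reads 2 h apart.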
KDM4E inh: inhibitors of human JMJD2E histone demethylase; 230,000 tested, 1.6% active; B2RXH2; JMJD2E catalytic domain, FDH-coupled NADH fluorescence (FDH is formaldehyde dehydrogenase); Potency, µM (doses to about 57.1 µM), inactives show top-dose activity change, negative = inhibition, hits mostly inhibitors; active = well fitted inhibition curve with a large enough effect, not every such curve was filed as active; inconclusive = small, poorly fitted or top-dose-only effect, or another doubt; inactive = no such curve, though single readings can be large or run the other way;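 note: 0% = wells with enzyme and -100% = buffer wells without enzyme; nearly all actives have a fitted effect of over 50% in size; many of its hits are not listed in these tables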
L3MBTL1 block: inhibitors of human L3MBTL1. AlphaScreen L3MBTL1–H3K9me1 peptide binding. Potency, µM (titrated, usually from 57.1 µM), for the others: top-dose activity, negative = inhibition, most hits filed as inhibitors. 230,000 tested, 0.66% active. AID 485360; note: % is set by controls: 0 for no effect and ±100 for the full control effect; nearly all actives have a fitted effect of over 60% in size
Target sequence (Q9Y468 whole entry, looked up): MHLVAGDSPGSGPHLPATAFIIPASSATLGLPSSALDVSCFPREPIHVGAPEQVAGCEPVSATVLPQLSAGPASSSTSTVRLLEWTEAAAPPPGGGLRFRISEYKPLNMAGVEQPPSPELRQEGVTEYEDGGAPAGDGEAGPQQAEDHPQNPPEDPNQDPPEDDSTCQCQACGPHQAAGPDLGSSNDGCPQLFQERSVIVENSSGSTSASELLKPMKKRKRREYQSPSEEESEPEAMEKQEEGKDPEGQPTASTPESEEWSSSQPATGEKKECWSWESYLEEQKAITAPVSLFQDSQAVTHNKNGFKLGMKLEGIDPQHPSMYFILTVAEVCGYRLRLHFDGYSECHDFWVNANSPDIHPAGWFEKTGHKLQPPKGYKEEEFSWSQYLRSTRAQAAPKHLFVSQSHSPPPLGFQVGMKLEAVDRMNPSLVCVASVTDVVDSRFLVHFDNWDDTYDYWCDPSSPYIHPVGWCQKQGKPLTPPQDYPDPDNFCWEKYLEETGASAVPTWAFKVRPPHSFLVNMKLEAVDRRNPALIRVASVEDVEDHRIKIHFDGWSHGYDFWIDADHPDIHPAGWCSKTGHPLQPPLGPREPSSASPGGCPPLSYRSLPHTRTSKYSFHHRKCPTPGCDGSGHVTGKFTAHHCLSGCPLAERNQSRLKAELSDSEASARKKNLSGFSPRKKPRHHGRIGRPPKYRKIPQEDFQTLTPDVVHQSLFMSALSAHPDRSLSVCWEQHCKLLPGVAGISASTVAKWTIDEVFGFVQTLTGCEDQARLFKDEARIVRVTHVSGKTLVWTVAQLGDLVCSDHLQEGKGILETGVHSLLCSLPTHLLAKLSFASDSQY
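AlphaScreen assay: L3MBTL1 (50 nM final) was preincubated 30 min at room temperature with biotinylated H3(1-15)K9me1 peptide (75 nM final), then 30 min with library compounds; streptavidin donor and nickel chelate acceptor beads (10 ug/mL final) added, 30 min dark.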
* marks the source's active call; other numbers are inactive results; i = inactive; ? = inconclusive; nt = not tested or not shown; & = joins results of further samples; [ ] = another dose, or the depositor's remark. Unless noted, calls come from the whole dose curve; as a rule, active = well fitted curve in the direction sought with a large enough effect; inconclusive = small, poorly fitted or top-dose-only effect, or another doubt; inactive = no such curve, though single readings can be large; an effect the other way counts as inactive or inconclusive. Potency is the fitted concentration of half-maximal effect.

SMILES	SMN2 splice up	Tau fibril ThT	ALDH1A1 block	KinaseGlo FLuc	LMNA splice mod	RECQ1 helicase	KDM4E inh	L3MBTL1 block
O=C(CN1CCSCC1)N/N=C/c1ccc(F)cc1	14%	-2%	?	-1%	11%	-14%	-13%	nt
CCOC(=O)CC1COCCN1C(=O)CCc1nnc(-c2ccsc2)o1 (stereo not given)	8%	4%	?	-1%	nt	i	-8%	10%
CCN(Cc1cn2cccnc2n1)C1CCCCC1	-10%	2%	?	0%	24%[46 µM]	-1%	?	nt
CCCc1cc2c(cc1NC(=O)c1ccccc1F)OCO2	-18%	-3%	4%	2%	3%	-2%	-1%	0%
CCC1SC2=NC(C)=C(C(=O)OCC(C)C)C(/C=C/c3ccccc3OC)N2C1=O (stereo not given)	-8%	-13%	-11%	1%	3%	i	-8%	-6%
Cc1noc(NS(=O)(=O)c2ccc(NC(=O)CSc3nnc(-c4ccccc4)n3C3CCCCC3)cc2)c1C	-25%	-19%	-2%	1%	-6%	-4%	2%	nt
FC(F)(F)c1cc(-c2ccccc2)nc2ncnn12	-3%	1%	?	-4%	-2%	-2%	?	-1%
O=C(NNC(=O)c1ccccc1-n1cccc1)c1ccc(F)cc1	2%	-5%	-3%	9%	?	-2%	-2%	-2%
COc1ccc(-c2nc(CN3CCCC(C(=O)NC4CCCC4)C3)c(C)o2)cc1 (stereo not given)	3%	-12%	?	-8%	0%	i	?	nt
Cc1ccc(S(=O)(=O)N2CCCCC2)cc1NC(=O)COC(=O)c1cc[n+]([O-])cc1	nt	2%	1%	-4%	0%	-6%	-1%	-9%
Cc1ccc(NC(=O)CCSc2nnc(C)s2)cc1	3%	8%	-10%	0%	-2%	0%	0%	-6%
COc1ccc(C(=O)NCc2ccc(N3CCN(C(=O)OC(C)(C)C)CC3)cc2)cc1	-95%[inhibitor]	-22%	-9%	4%	?	-10%	6%	0%
CCOC(=O)c1c(C)[nH]c(C(=O)CN2C(=O)NC(C)(CC(C)C)C2=O)c1C (stereo not given)	0%	-4%	-15%	3%	-10%[46 µM]	-3%	-12%	-12%
COC(=O)C(NC(=O)c1ccccc1C)(Nc1ncc(S(=O)(=O)c2ccc([N+](=O)[O-])cc2)s1)C(F)(F)F (stereo not given)	-43%[inhibitor]	-19%	4%	-10%	5%	-1%	-8%	-13%
CCN(CC)CCCNC(=O)c1cc2c(-c3ccc(Cl)cc3)nn(C)c2s1	-86%[inhibitor]	-6%	?	-2%	?	91%[activator]	?	nt
OC(COc1ccc(OCc2ccccc2)cc1)CN1CCCCC1 (stereo not given)	28%	-11%	9%	2%	-9%	4%	8%	5%[11.4 µM]
COC(=O)c1ccccc1NC(=S)N(Cc1ccc2c(c1)OCO2)Cc1cc2cccc(C)c2[nH]c1=O	9%	0%	-5%	3%	-11%	-3%	-17%	-4%
COc1ccc(-n2c(SCC(=O)NCc3cccs3)nc3[nH]ncc3c2=O)cc1	-6%	-6%	1%	0%	16%[9.22 µM]	i	4%	nt
CCOc1ccc(OCCSc2nnnn2C2CCCCC2)cc1	-13%	-11%	16µM*	1%	?	?	7%	45%[activator]
C(=N/Nc1cc(N2CCOCC2)nc(N2CCOCC2)n1)/c1ccccc1	-28%	-7%	7%	-3%	?	i	?	-9%
O/N=C/c1cccn1-c1ccc(O)cc1	13%	-3%	-6%	-2%	?	-3%	-3%	-14%
COCCN(C(=S)Nc1ccccc1OC)C(C)c1cccs1 (stereo not given)	-20%	-4%	6%	3%	1%	-6%	3%	3%
Cc1ccc(O)c(-c2cc(C(=O)Nc3ccc(S(=O)(=O)Nc4nc(C)cc(C)n4)cc3)[nH]n2)c1	16%	-7%	3%	6%	?	-9%	-4%	-12%
CC(C)(C)/C(COc1ccccc1[N+](=O)[O-])=N/O	-5%	2%	-2%	4%	nt	i	-1%	-8%[11.4 µM]
O=C(CCNC(=O)c1ccc(Br)o1)NC1CCCC1	0%	-1%	0%	0%	-7%	2%	-1%	15%

3 entries out of the list, arranged by formula weight, ascending.
SMILES	SMN2 splice up	Tau fibril ThT	ALDH1A1 block	KinaseGlo FLuc	LMNA splice mod	RECQ1 helicase	KDM4E inh	L3MBTL1 block
O=C(CN1CCSCC1)N/N=C/c1ccc(F)cc1	14%	-2%	?	-1%	11%	-14%	-13%	nt
COc1ccc(-c2nc(CN3CCCC(C(=O)NC4CCCC4)C3)c(C)o2)cc1 (stereo not given)	3%	-12%	?	-8%	0%	i	?	nt
CCN(CC)CCCNC(=O)c1cc2c(-c3ccc(Cl)cc3)nn(C)c2s1	-86%[inhibitor]	-6%	?	-2%	?	91%[activator]	?	nt

(listing goes on)
SMILES	SMN2 splice up	Tau fibril ThT	ALDH1A1 block	KinaseGlo FLuc	LMNA splice mod	RECQ1 helicase	KDM4E inh	L3MBTL1 block
COc1cc(/C=N/NS(=O)(=O)c2ccc(C)cc2)ccc1OCc1ccc(C(=O)O)cc1	nt	?	?	nt	nt	i	3%	nt
CCOC(=O)C1(CC2CCCCO2)CCN(C(=O)Nc2ccccc2)CC1 (stereo not given)	nt	-2%	-6%	nt	nt	i	7%	48%[activator]
COc1cc2ncnc(Nc3cccc(Br)c3)c2cc1OC	nt	5%	-11%	-1%	nt	-5%	?	nt
CC(=O)n1cc([C@@H]2C=C(C(=O)N3CCN(Cc4ccccc4)CC3)O[C@H](OCc3ccc(CO)cc3)C2)c2ccccc21	nt	?	16µM*	nt	nt	i	20µM*	-25%
CC12CC3CC(C)(C1)CC(C(=O)NCc1ccco1)(C3)C2	4%	-1%	-8%	6%	14%[46 µM]	-5%	-4%	-2%
N#Cc1sc2nc(C3CC3)cc(-c3ccccc3)c2c1N	-13%	?	?	6%	6%	-5%	?	108%[activator]
Cc1ccc(-c2nc(CS(=O)CC(=O)NCc3ccccc3)c(C)o2)cc1 (stereo not given)	7%	-15%	-4%	-5%	-1%	-7%	-19%	nt
COc1c(O)ccc2cnn(-c3ccccc3C)c(=O)c12	-7%	2%	-8%	-3%	-9%	-9%	-17%	6%
O=C(NCCOc1ccc(Cl)cc1)c1ccc2ccccc2n1	nt	?	-5%	-6%	3%[46 µM]	-6%	-17%	55%[activator]
CC(NC(=O)C(Cc1ccccc1)NC(=O)c1ccccc1)C(=O)O (stereo not given)	2%	-6%	9%	11%	3%	i	3%	12%
COc1c2c(c(C(=O)/C=C/C(C)=C/c3ccccc3)c3c1OCO3)CCN(C)C2	1%	?	12%	-1%	nt	i	-3%	nt
O=C(c1ccccc1)N1CCN(S(=O)(=O)N2CCCCC2)CC1	27%	6%	-1%	1%	-16%	-1%	1%	36%[activator][11.4 µM]
C1CCC(Nc2nnnn2C2CCCCC2)CC1	30%	-2%	3%	2%	8%	-4%	0%	4%
COc1ccc(N(CC(=O)NCc2ccco2)S(C)(=O)=O)cc1Cl	-8%	4%	?	-4%	11%	-14%	5%	-4%
CC(C)CNC(=O)c1ccccc1NC(=O)c1ccccc1N(C)S(=O)(=O)c1ccccc1	-1%	-5%	6%	-1%	-6%	-5%	-3%	-3%
NS(=O)(=O)c1ccc(F)c(C(=O)O)c1	nt	-6%	8%	nt	nt	-1%	0%	2%
CC(C)CCNc1nc2c(cc1C#N)COC(C)(C)C2	-3%	1%	?	-1%	2%	-8%	?	5%[11.4 µM]
CCCCCCS(=O)[C@H]1CS(=O)(=O)C[C@@H]1S(=O)CCCCCC (stereo not given in full)	8%	-16%	?	-2%	?	-8%	-3%	-15%
C/C(N[C@@H]1CSCC1O)=C1/C(=O)CC2[C@@H]1C2(C)C (stereo not given in full)	-2%	?	8.9µM*	-1%	nt	5%	-3%	nt
CCOc1ccc(Nc2nc(NCC3CCCO3)c3ccccc3n2)cc1 (stereo not given)	-74%[inhibitor]	?	?	2%	nt	?	-14%	nt
CC(C)(C)NC(=O)Cn1nnnc1-c1nonc1N	?	-7%	11%	1%	5%	i	3%	nt
Cc1scc(C(=O)N2CCN(S(C)(=O)=O)CC2)c1-c1ccccc1	nt	-2%	?	2%	-2%	i	1%	29%[11.4 µM]
CC(Sc1ccc(Cl)cc1)C(=O)Nc1ccc(S(=O)(=O)N2CCOCC2)cc1 (stereo not given)	-6%	-4%	-8%	-1%	11%	-3%	-3%	2%
O=C1C2CCCN2C(=O)N1CCCCN1CCN(c2cccc(Cl)c2)CC1 (stereo not given)	-21%	-12%	?	9%	-2%	-1%	0%	3%
O=C(O)CSc1c2c(nc3cc(C(=O)NCCN4CCOCC4)ccc13)CCC2	nt	-17%	nt	nt	nt	-12%	-21%	-18%

The results go on:
SMILES	SMN2 splice up	Tau fibril ThT	ALDH1A1 block	KinaseGlo FLuc	LMNA splice mod	RECQ1 helicase	KDM4E inh	L3MBTL1 block
COC(=O)c1sc(N2CCCCC2)c(C#N)c1N	nt	-6%	nt	nt	nt	-17%	14%	-10%
CN(C)c1ccccc1C(=O)c1ccccc1N(C)C	5µM*	?	?	-4%	?	i	-10%	nt
CCCCCCCCCCCCCC(=O)N[C@@H](C)[C@H](O)c1ccccc1	-10%&12%	-5%&0%	0%&-11%	0%	nt	21%	-1%	nt
CCN(CC)c1ccc(/C=N/NC(=S)NCc2ccccc2)c(O)c1	-75%[inhibitor]	?	-2%	2%	?	i	?	-27%
O=C(COc1ccc(Br)cc1)Nc1ccc2c(c1)C(=O)NC2=O	nt	1%	5%	1%	nt	i	-9%	14%
CCOC(=O)CSc1nnc2c(n1)C1(C)CCC2C1(C)C (stereo not given)	10%	-7%	?	-6%	10%	-5%	2%	-9%
Cc1ccccc1-c1nc(CN2CCC(C(=O)N3CCC(C(N)=O)CC3)CC2)c(C)o1	0%	-16%	0%	3%	-8%	-7%	-6%	-1%
CC1=CC(C)(C)Nc2ccc(OC(=O)CN3C(=O)c4ccccc4C3=O)cc21	-85%[inhibitor]	?	?	6%	?	-5%	0%	-25%
CC1COc2ccccc2N1C(=O)c1cccnc1Cl (stereo not given)	-3%	-9%	-4%	1%	nt	i	-2%	11%
Cc1cccc(OCC(=O)Nc2ccccc2C(F)(F)F)c1	8%	-2%	-4%	1%	5%	-4%	5%	14%

An excerpt; the hit share may differ from the screen's.
